Bioassay records: PubChem, Sanford-Burnham Center for Chemical Genomics
SENP1 FRET inh = SENP1 (human) catalytic domain inhibition. actives 0.21% (n = 360,000). inhibition, % at 10 µM. AID 624204. Q9P0U3. recombinant SENP1 catalytic domain, CyPet-SUMO1-YPet FRET cleavage;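 active = inhibition at least 30% at 10 µM, raw YFP signal under a set limit, fluorescence ratio 0.5 to 1.5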;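 note: 0% = enzyme with DMSO and 100% = no enzyme wells; some results filed as inactive read as strong as hits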
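Assay system: hSENP1 catalytic domain, recombinant. Amount: SENP1 enzyme, 20 pM final. Schedule: 50 min reaction, RT, dark. Technique: FRET, CFP and YFP emission. Control set: no-enzyme wells low, DMSO-plus-enzyme wells high control.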
UBC13 polyUb = inhibitors of human UBC13 polyubiquitin chain formation; TR-FRET; inhibition, % at 20 µM; AID 485273; actives 0.47% (n = 330,000); in the data active = inhibition above about 45%, passing the limit was not always enough
Target sequence (P61088 whole entry, looked up): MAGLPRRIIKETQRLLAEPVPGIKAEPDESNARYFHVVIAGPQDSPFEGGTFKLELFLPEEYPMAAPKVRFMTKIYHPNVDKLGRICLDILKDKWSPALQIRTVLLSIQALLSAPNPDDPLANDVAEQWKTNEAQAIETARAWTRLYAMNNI
SENP8 block-1 = inhibitors of human SENP8 protease. recombinant SENP8, Nedd8 substrate fluorescence. inhibition, % at 20 µM. actives 0.64% (n = 360,000). AID 602440; in the data active = inhibition mostly above about 40%, no sharp cut-off; inactive = mostly below about 27%
SENP6 block = SENP6 protease inhibition. inhibition, % at 10 µM. AID 2599. Recombinant SENP6 catalytic domain, aminoluciferin luminescence. Q9GZR1. actives 1.8% (n = 330,000);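 active = inhibition above about 50% at the single tested dose, limit read from the data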;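 note: plate controls were DMSO wells with enzyme for no effect and DMSO wells lacking enzyme for full effect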
Target sequence (Q9GZR1 628-1112 limits assumed): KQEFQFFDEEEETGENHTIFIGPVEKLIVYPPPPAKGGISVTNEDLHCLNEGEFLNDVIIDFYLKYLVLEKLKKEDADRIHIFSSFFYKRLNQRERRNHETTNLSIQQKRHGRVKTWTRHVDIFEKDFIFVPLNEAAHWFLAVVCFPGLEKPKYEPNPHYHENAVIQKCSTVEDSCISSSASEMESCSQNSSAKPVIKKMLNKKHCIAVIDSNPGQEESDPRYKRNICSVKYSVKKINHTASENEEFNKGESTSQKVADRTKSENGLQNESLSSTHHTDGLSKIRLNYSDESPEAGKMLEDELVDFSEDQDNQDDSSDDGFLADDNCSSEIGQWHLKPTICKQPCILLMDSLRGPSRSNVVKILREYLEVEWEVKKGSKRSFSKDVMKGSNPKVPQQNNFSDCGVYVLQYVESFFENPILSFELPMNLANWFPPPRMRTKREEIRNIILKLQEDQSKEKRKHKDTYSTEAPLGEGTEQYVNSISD
Apaf-1 inh = human Apaf-1 inhibition. inhibition, % at 20 µM. O14727. AID 489030. reconstituted apoptosome caspase-3 activity, DEVD-Rh110 fluorescence. actives 0.71% (n = 330,000); active = inhibition of at least 40% at 20 µM;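 note: plate controls were DMSO wells for no effect and DEVD-CHO caspase inhibitor wells for full effect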
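Material: reconstituted apoptosome with Apaf-1, cytochrome c, caspase-9, procaspase-3, dATP; medium: pH 7.5 Hepes buffer with CHAPS, BSA, DTT; also added: cytochrome c and DEVD-Rh110 substrate; timing: 30 min plus 50 min, RT; signal: Rh110 fluorescence intensity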
SENP7 inh = blocks the human protease SENP7; recombinant SENP7, Z-RLRGG-aminoluciferin luminescence, 40 min; inhibition, % at 5 µM; actives 1.5% (n = 330,000); AID 434973;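 active = inhibition above about 50% at the single test dose, limit read from the data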;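 note: plate controls were DMSO with enzyme for no effect and no enzyme buffer wells for full effect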
Target sequence (Q9BQF6 706-1050 limits assumed): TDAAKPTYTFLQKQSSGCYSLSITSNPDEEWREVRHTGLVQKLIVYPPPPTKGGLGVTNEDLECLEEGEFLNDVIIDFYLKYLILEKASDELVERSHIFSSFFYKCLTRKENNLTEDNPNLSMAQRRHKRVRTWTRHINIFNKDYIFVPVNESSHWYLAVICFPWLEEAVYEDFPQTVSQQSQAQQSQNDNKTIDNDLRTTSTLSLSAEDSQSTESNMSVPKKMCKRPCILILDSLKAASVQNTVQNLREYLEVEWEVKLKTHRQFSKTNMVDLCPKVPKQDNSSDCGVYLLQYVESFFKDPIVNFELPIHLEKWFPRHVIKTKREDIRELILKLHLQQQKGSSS
SENP8 block-2 = blocks the human protease SENP8. purified SENP8, Z-RLRGG-aminoluciferin cleavage, luminescence. inhibition, % at 10 µM. actives 1.2% (n = 330,000). AID 2540; in the data active = inhibition above about 50%
APOBEC3G inh = blocks human APOBEC3G single-stranded DNA deamination; Q9HC16; recombinant A3G, ssDNA deamination FAM/TAMRA fluorescence; inhibition, % at 20 µM; actives 0.28% (n = 330,000); AID 493012;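 active = inhibition of at least 40% at 20 µM, with no more than 30% in the related APOBEC3A deaminase screen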;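 note: plate controls were DMSO wells with A3G for no effect and wells lacking A3G enzyme for full effect; some compounds called inactive have numbers as strong as hits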
* = called active by the depositor; . = no result given.

SMILES	SENP1 FRET inh	UBC13 polyUb	SENP8 block-1	SENP6 block	Apaf-1 inh	SENP7 inh	SENP8 block-2	APOBEC3G inh
Cc1ccc(Cl)cc1Nc1nc(N2CCOCC2)nc(N2CCOCC2)n1	1	4	18	-12	10	3	3	-5
CCOC(=O)/C(C#N)=C/c1ccc(OC)c(OC)c1	0	-11	-95	-34	13	8	-7	-3
C=CCN(C(=O)C1CSC2(C)CCC(=O)N12)c1nc(-c2ccccc2)cs1 (stereo unspecified)	-2	-9	6	-9	27	3	8	6
Cc1cccc(C(=O)N2CCNC(=O)C2CC(=O)Nc2cccc(Cl)c2)c1 (stereo unspecified)	2	-4	7	-14	6	-5	-9	-9
Cc1c(Cl)cccc1NC(=O)CNCc1ccccc1F	0	-5	-4	7	-4	13	3	-2
CN1C(=O)/C(=C2\SC(=S)N(CCCCCC(=O)O)C2=O)c2ccccc21	1	8	16	0	-8	-6	-2	-1
COc1cccc(NC(=O)CN(C)C(=O)c2ccc3[nH]c4c(c3c2)CC(C)CC4)c1 (stereo unspecified)	-4	2	6	-3	18	5	-3	3
C/C(CC(=O)Nc1cccnc1)=N\NC(=O)C(C)Oc1ccc(Cl)cc1Cl (stereo unspecified)	-11	-1	-27	-7	1	-9	-4	-8
O=C(c1cc(C2CC2)nn1-c1ccccc1)N1CCN(c2ncc(C(F)(F)F)cc2Cl)CC1	0	2	0	-6	19	-8	-12	-6
CCC1CCCCN1C(=O)COC(=O)c1cc(=O)[nH]c2ccccc12 (stereo unspecified)	3	8	-303	-11	-3	-5	11	-5
Nn1nnc2ccccc21	3	-16	6	-26	-8	-8	-3	-6
CCc1ccc(C2N3CC4([N+](=O)[O-])CN2CC([N+](=O)[O-])(C3)C4(C)C)cc1 (stereo unspecified)	2	5	1	-12	-12	-4	-3	-7
COc1ccc(C(=O)NC(CO)c2nnc(SCc3ccc(Cl)c(Cl)c3)n2C)cc1 (stereo unspecified)	0	11	-2	2	4	-2	5	-4
CN(NC(=O)c1ccccc1F)c1ncccc1[N+](=O)[O-]	0	4	2	5	-18	0	-4	-6
O=C(COC(=O)c1cc(-c2cccs2)nc2ccccc12)NC1CCS(=O)(=O)C1 (stereo unspecified)	-23	12	-392	-40	11	-9	-11	-8

Reformatted: entries from further up
Order of results: SENP1 FRET inh, UBC13 polyUb, SENP8 block-1, SENP6 block, Apaf-1 inh, SENP7 inh, SENP8 block-2, APOBEC3G inh
O=C(c1cc(C2CC2)nn1-c1ccccc1)N1CCN(c2ncc(C(F)(F)F)cc2Cl)CC1
    0, 2, 0, -6, 19, -8, -12, -6
CCC1CCCCN1C(=O)COC(=O)c1cc(=O)[nH]c2ccccc12 (stereo unspecified)
    3, 8, -303, -11, -3, -5, 11, -5

(further entries)
SMILES	SENP1 FRET inh	UBC13 polyUb	SENP8 block-1	SENP6 block	Apaf-1 inh	SENP7 inh	SENP8 block-2	APOBEC3G inh
COc1ccc(NC(=O)CN2C(=O)NC(C)(C3CC3)C2=O)cc1S(=O)(=O)N1CCOCC1 (stereo unspecified)	0	-4	-9	-8	8	-5	-15	-10
CCCN(CC(=O)Nc1ccccc1OC)C(=O)c1cc(-c2cccs2)nn1-c1ccccc1	-1	-3	10	1	25	-4	3	0
Cc1cc(C)c(S(=O)(=O)c2ccccc2)c(OC(=O)c2c(F)cccc2F)n1	2	9	1	5	8	-5	3	2
Fc1ccc(-c2cc3nc4c(c(N5CCOCC5)n3n2)CCCC4)cc1	0	11	-196	-3	4	-1	0	-4
Cc1ccccc1NC(=O)/C(=C/c1cccs1)NC(=O)c1ccco1	-1	-5	9	21	-1	13	1	-4
COC(=O)c1cc(S(=O)(=O)NCc2ccc(Br)cc2)c[nH]1	2	-6	2	-1	5	-16	-5	2
CC(C)Sc1nc2c(c(=O)[nH]c(=O)n2C)n1Cc1ccccc1	-1	2	12	2	8	3	5	-3
COC(=O)C1CCN(c2ccc([N+](=O)[O-])cc2)CC1	0	-19	14	-24	-6	-1	-3	-5
Cc1ccc(NC(=O)CNC(=O)c2ccco2)c(Cl)c1	1	5	22	-2	1	1	4	-3
O=C(CCCC(=O)c1ccccc1)NCCc1ccccc1F	0	-2	18	-1	-2	14	-1	-9
Nc1nonc1C(=O)NCCNC(=O)c1ccccc1F	2	-11	16	-29	2	1	2	0
CN(C)C(=O)c1cc(C(=O)Cc2ccccc2)c[nH]1	10	0	24	-7	0	11	-4	3
CC1=C(C(=O)OC(C)C)C(c2ccsc2)NC(=O)N1C (stereo unspecified)	1	11	18	-15	-9	-8	1	-1
COc1ccc([N+](=O)[O-])cc1N(CC(O)CN(CC(C)C)CC(C)C)S(=O)(=O)c1ccc(C)cc1 (stereo unspecified)	2	-11	33	-7	-1	3	-2	-6
Cc1ccc(S(=O)(=O)N(C)CC(=O)N2CCc3ccccc32)cc1	-1	10	16	-3	11	8	-4	2

Results in SENP8 block-1, for some of the entries so far:
| SMILES | SENP8 block-1 |
| --- | --- |
| COC(=O)C1CCN(c2ccc([N+](=O)[O-])cc2)CC1 | 14 |
| Cc1ccc(NC(=O)CNC(=O)c2ccco2)c(Cl)c1 | 22 |
| O=C(CCCC(=O)c1ccccc1)NCCc1ccccc1F | 18 |

Record cards, from the list above. Order of values: SENP1 FRET inh, UBC13 polyUb, SENP8 block-1, SENP6 block, Apaf-1 inh, SENP7 inh, SENP8 block-2, APOBEC3G inh
Results for Cc1ccc(S(=O)(=O)N(C)CC(=O)N2CCc3ccccc32)cc1 → -1, 10, 16, -3, 11, 8, -4, 2
Results for CCCN(CC(=O)Nc1ccccc1OC)C(=O)c1cc(-c2cccs2)nn1-c1ccccc1 → -1, -3, 10, 1, 25, -4, 3, 0

(list continues)
SMILES	SENP1 FRET inh	UBC13 polyUb	SENP8 block-1	SENP6 block	Apaf-1 inh	SENP7 inh	SENP8 block-2	APOBEC3G inh
CCOC(=O)Cc1csc(NC(=O)CSc2nc(C)cc(C)n2)n1	3	9	22	-11	-3	10	-4	-7
Cc1ccn2c(CNCCCn3cccn3)c(C(=O)N3CCCCCC3)nc2c1	-2	-8	-60	8	1	17	0	-7
Cc1cc(C(=O)COC(=O)CCc2nc3ccccc3c(=O)[nH]2)c(C)n1CC1CCCO1 (stereo unspecified)	.	-7	.	-22	-5	2	3	0
CCc1cc2ccc(C)c(C)c2nc1SCC(=O)NNC(=O)c1ccco1	2	5	10	0	7	-1	6	-7
CC1(C)CCC[C@@]2(C)CC=C(C(=O)O)[C@@H]3C[C@]312	5	2	20	0	-8	0	2	-7
CCOC(=O)c1ccc(NC(=O)CN2CCN(C(=O)C3CCCO3)CC2)cc1 (stereo unspecified)	2	6	-2	-3	-14	6	2	-5
COc1ccccc1Nc1ncnc2ccccc12	0	1	-7	10	-2	11	2	-1
CCN(CC)S(=O)(=O)c1cccc(-c2n[nH]c(=S)n2/N=C/c2ccc(OC)cc2)c1	2	-6	14	7	11	6	3	16
COC(=O)C1=CO[C@@H](O[C@@H]2O[C@H](CO)[C@@H](O)[C@H](O)[C@H]2O)[C@H]2[C@@H]1C(=O)C[C@@H]2C	1	8	21	-8	4	-6	1	-6
CC(C)[C@H](NC(=O)NCc1ccc(Cl)cc1)C(=O)O	1	10	15	-3	-7	6	0	-1
COc1ccc([C@@H]2C[C@@H](c3ccccc3)Oc3cc(OC)cc(OC)c32)cc1	1	-11	14	-1	9	1	-4	-8
O=C(CCN1C(=O)/C(=C/c2ccccc2F)SC1=S)Nc1cccnc1	2	-8	9	-23	15	-13	-13	4
Oc1ccc(-c2nc3cnccn3c2Nc2ccc3c(c2)OCCO3)cc1	-28	2	-316	7	4	-6	1	4
CN(Cc1cccc2ncccc12)C(=O)CC1C(=O)NCCN1Cc1ccc(F)cc1 (stereo unspecified)	-1	-1	-5	-1	6	2	0	-7
Cc1cc(OCCN2CCCCC2)nc2ccccc12	.	5	.	15	-5	1	2	-4

Rewritten with two lines to a compound: entries from further up
Fields: SENP1 FRET inh | UBC13 polyUb | SENP8 block-1 | SENP6 block | Apaf-1 inh | SENP7 inh | SENP8 block-2 | APOBEC3G inh
- COc1ccccc1Nc1ncnc2ccccc12
    0 | 1 | -7 | 10 | -2 | 11 | 2 | -1
- CC1(C)CCC[C@@]2(C)CC=C(C(=O)O)[C@@H]3C[C@]312
    5 | 2 | 20 | 0 | -8 | 0 | 2 | -7
- COC(=O)C1=CO[C@@H](O[C@@H]2O[C@H](CO)[C@@H](O)[C@H](O)[C@H]2O)[C@H]2[C@@H]1C(=O)C[C@@H]2C
    1 | 8 | 21 | -8 | 4 | -6 | 1 | -6
- CCN(CC)S(=O)(=O)c1cccc(-c2n[nH]c(=S)n2/N=C/c2ccc(OC)cc2)c1
    2 | -6 | 14 | 7 | 11 | 6 | 3 | 16
- CCOC(=O)c1ccc(NC(=O)CN2CCN(C(=O)C3CCCO3)CC2)cc1 (stereo unspecified)
    2 | 6 | -2 | -3 | -14 | 6 | 2 | -5
- Cc1ccn2c(CNCCCn3cccn3)c(C(=O)N3CCCCCC3)nc2c1
    -2 | -8 | -60 | 8 | 1 | 17 | 0 | -7

Further entries:
SMILES	SENP1 FRET inh	UBC13 polyUb	SENP8 block-1	SENP6 block	Apaf-1 inh	SENP7 inh	SENP8 block-2	APOBEC3G inh
O=C1CC(c2ccc(Cl)cc2)CC(O)=C1C=NCCO (stereo unspecified)	-2	3	8	-31	-3	8	-3	-6
O=C(NCc1ccccc1F)C1CCCN1C(=O)NC1CCCCC1 (stereo unspecified)	2	2	14	11	-2	5	6	-6
O=C1N=NC(=O)N1c1ccccc1	3	-3	11	-1	-12	-1	3	-3
CNc1nnc(C(F)(F)F)s1	-2	-5	6	-4	-4	-3	-2	-4
COc1cc(C(=O)N2CCC(n3cnc4cc(F)ccc43)CC2)cc(OC)c1OC	0	-7	8	2	-1	-2	-2	-3
Cc1cccc(C)c1N(CC(=O)Nc1cc(Cl)ccc1Oc1ccccc1)S(C)(=O)=O	0	-2	29	9	7	-1	2	-6
CCN(CC(=O)Nc1ccccc1C(F)(F)F)C(=O)Cn1c(=O)cnc2ccccc21	1	-2	8	-2	-9	5	-2	-1
NC(=O)CSC1=N/C(=C\c2ccco2)C(=O)N1c1ccc(OC(F)F)cc1	-18	-7	-33	-1	2	-2	-5	2
O=C(Nc1ccc(Cl)c(Cl)c1)N(CCCN1CCOCC1)Cc1cccs1	3	14	8	-3	8	-6	-5	-16
CNS(=O)(=O)c1cc2c3c(cccc3c1)C(=O)NC2=O	-3	-29	0	-17	0	2	-5	-4
COc1ccc(NC(=O)CSc2n[nH]c(-c3ccccn3)n2)cc1	2	-22	7	-4	-3	-6	-1	-9
NC(=O)CC(NC(=O)Cc1cccc2ccccc12)c1ccc(N2CCC(Br)CC2)c([N+](=O)[O-])c1 (stereo unspecified)	-1	12	15	-5	9	-9	-3	-6
Cc1ccn2cc(CCNS(=O)(=O)c3ccc([N+](=O)[O-])cc3)nc2c1	1	19	30	-24	-23	2	1	-5
CC(C)NC(=O)Nc1ccc2c(c1)C(=O)N([C@H](C)CO)C[C@H](C)[C@@H](CN(C)C(=O)Nc1ccc3c(c1)OCO3)O2	0	10	0	-14	-14	-2	-4	-5
O=C(c1cc(C2CC2)nn1-c1ccccc1)N1CCN(c2ccc(O)cc2)CC1	-1	-4	3	-10	15	-22	-12	17
COc1ccc(/C=C2\SC(=O)N(CCC(=O)NCCCn3ccnc3)C2=O)cc1	0	-2	6	16	-2	2	-12	-7
O=c1c2c(n3cnnc3n1C1CCCCC1)-c1ccccc1CC21CCCCC1	3	-5	-4	-3	-4	-2	8	-6
